MEKK2 WT-MEK5: modulators of MEK5 binding to wildtype MEKK2, primary screen, biochemical, multiplex bead flow cytometry, Alexa488-MEK5. Mitogen-activated protein kinase kinase kinase 2 (Homo sapiens), Q9Y2U5. Alexa488-MEK5 binding to MEKK2 WT; actives lie on both sides. binding response (% of control), % at 10 µM. actives 1.1% (n = 290,000); in the data active means binding response below about 67% or above about 130%
MEKK2 mut-MEK5: MEK5 binding signal on mutant MEKK2 PB1, primary screen, biochemical, multiplex bead flow cytometry, Alexa488-MEK5; Alexa488-MEK5 binding to MEKK2 mutant; percent response, % at 10 µM; actives 0.35% (n = 290,000); AID 1530, 2009; in the data active means percent response above about 24%, passing the limit was not always enough; further: inactives centre near 1; some results filed as inactive read as strong as hits; reference of the scale not given here
OXTR ag: human OXTR agonists, primary screen, fluorescence, CHO-OTR cells, Fluo-8 calcium; Oxytocin receptor (Homo sapiens), P30559; actives 0.32% (n = 320,000); AID 2435, 2010; activation, % at 3 µM; Fluo-8 calcium fluorescence; normalized: DMSO 0%, oxytocin 100%;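 active means activation above the mean of all tested compounds plus 3 SD, cutoff set per screening run, cut at about 20% in these data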;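 further: peak over basal fluorescence ratio from a 100 s FLIPR kinetic read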
Target sequence (P30559 whole entry, looked up): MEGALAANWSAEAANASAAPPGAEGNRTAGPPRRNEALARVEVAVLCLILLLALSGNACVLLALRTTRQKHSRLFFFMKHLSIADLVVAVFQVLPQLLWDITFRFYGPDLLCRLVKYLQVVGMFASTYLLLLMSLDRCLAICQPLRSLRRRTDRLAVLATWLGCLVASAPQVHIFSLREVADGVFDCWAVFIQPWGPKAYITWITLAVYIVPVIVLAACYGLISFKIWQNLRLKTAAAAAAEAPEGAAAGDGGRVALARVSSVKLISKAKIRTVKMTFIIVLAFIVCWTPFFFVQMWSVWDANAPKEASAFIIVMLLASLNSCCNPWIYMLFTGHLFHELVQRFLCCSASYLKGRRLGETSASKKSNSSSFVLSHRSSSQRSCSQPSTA
M18AAP inhibitor: PfM18AAP inhibitors, malaria aminopeptidase, primary screen, biochemical, QFRET, recombinant enzyme; M18 aspartyl aminopeptidase (Plasmodium falciparum 3D7); H-Glu-NHMec fluorogenic cleavage; inhibition, % at 7.35 µM; actives 1.2% (n = 290,000);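 active means inhibition above the campaign mean inhibition over all tested compounds plus 3 SD, cut at about 28% in these data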;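 further: 0% = plate median of test compound wells and 100% = 2 mM ZnCl2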
DNA FID counter: compounds displacing fluorescent DNA intercalator, primary screen, artefact control for HCV NS3 helicase inhibitor project, biochemical, FID fluorescence. DNA fluorescent intercalator displacement. inhibition, % at 7.9 µM. actives 0.17% (n = 290,000); in the data active means inhibition above about 37%;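 further: 0% = vehicle and 100% = reference compound; higher means more ethidium bromide displaced from hairpin DNA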
PHOSPHO1 inh: PubChem AID 1565; recombinant PHOSPHO1, absorbance phosphatase assay; Phosphoethanolamine/phosphocholine phosphatase (Homo sapiens), Q8TCT1; actives 1.1% (n = 290,000); inhibition, % at 13.3 µM; in the data active means inhibition above about 60%
GPR7 antag: GPR7 receptor antagonists, primary screen, cell-based, fluorescence, single concentration; inhibition, % at 4.4 µM; actives 1.1% (n = 290,000); GPR7-expressing cells, fluorescence antagonist assay; Neuropeptides B/W receptor type 1 (Homo sapiens), P48145; in the data active means inhibition above about 16%, passing the limit was not always enough;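 further: cells stimulated with the agonist NPW; 0% = agonist with vehicle and 100% = vehicle without agonist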
MEKK3 PB1 HTS: modulators of MEKK3-MEK5 PB1 binding, primary screen, biochemical, wildtype MEKK3, multiplex bead flow cytometry, Alexa488-MEK5; bead-based flow cytometry, Alexa488-MEK5 binding to MEKK3; actives lie on both sides; 0 = blocked by unlabeled MEK5, 100 = vehicle; binding response (% of control), % at 10 µM; actives 1.4% (n = 290,000);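 active means binding response more than 3 SD above or below the average of its plate-row segment, actives on both sides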;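 further: Alexa488 bead fluorescence after subtracting the streptavidin-only scavenger bead signal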
Target sequence (Q99759 whole entry, looked up): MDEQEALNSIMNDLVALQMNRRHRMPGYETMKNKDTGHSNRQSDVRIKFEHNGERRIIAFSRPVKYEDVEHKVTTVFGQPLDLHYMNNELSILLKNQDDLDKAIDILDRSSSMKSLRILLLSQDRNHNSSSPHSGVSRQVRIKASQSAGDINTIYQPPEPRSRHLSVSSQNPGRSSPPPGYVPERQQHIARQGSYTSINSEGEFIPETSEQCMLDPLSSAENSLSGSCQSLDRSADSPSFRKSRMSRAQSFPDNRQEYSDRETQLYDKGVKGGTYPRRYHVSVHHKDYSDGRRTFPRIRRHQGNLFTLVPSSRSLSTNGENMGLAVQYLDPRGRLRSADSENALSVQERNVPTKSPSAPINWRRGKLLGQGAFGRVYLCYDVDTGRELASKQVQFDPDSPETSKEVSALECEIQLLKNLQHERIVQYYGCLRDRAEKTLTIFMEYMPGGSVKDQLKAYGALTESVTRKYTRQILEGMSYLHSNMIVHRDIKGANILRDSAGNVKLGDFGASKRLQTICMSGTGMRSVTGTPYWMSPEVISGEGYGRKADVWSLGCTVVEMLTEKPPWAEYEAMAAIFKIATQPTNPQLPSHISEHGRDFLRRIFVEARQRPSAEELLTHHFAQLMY
NALP1 inh: NALP1 inflammasome inhibitors in reconstituted yeast, colorimetric, S. cerevisiae, triplicate retest; AID 2071, 2009; actives 0.61% (n = 280,000); S. cerevisiae NALP1/ASC/caspase-1 growth, X-gal OD620, 72 h; inhibition, % at 10 µM; in the data active means inhibition mostly above about 24%, no sharp cut-off; inactive means mostly below about 32%; further: some compounds called inactive have numbers as strong as hits
Numbers without * were called inactive; nt = no result given; & = joins results of further samples; ! = a repeat was not active.

SMILES	MEKK2 WT-MEK5	MEKK2 mut-MEK5	OXTR ag	M18AAP inhibitor	DNA FID counter	PHOSPHO1 inh	GPR7 antag	MEKK3 PB1 HTS	NALP1 inh
CC(=O)NN1C(=O)c2ccc(Oc3ccc([N+](=O)[O-])cc3)cc2C1=O	105.0	3.0	2.8	3.7	1.7	-36.1	-4.9	112.0	8.4
Cn1ccsc1=NC(=O)c1cccc(OC(F)F)c1	104.0	2.0	-1.2	-4.1	-3.1	31.3	7.0	102.0	19.6
CCCc1cc(Nc2ccccc2C)n2ncnc2n1	105.0	2.0	-1.2	-1.1	-9.2	30.5	-15.7	108.0	16.0
Cn1c(Cc2cccs2)nnc1SCC(=O)Nc1ccccc1	112.0	10.0	-0.6	2.8	-8.9	38.1	-13.2	104.0	3.0
Cc1c(Cl)cccc1NC(=O)Cn1cc(C(F)(F)F)cc(Cl)c1=O	105.0	7.0	0.0	-3.3	-0.8	12.0	-10.5	106.0	-2.8
CC(=O)Nc1ccc(NC(=O)C(Cc2ccccc2)NC(=O)C2CCCCC2)cc1 (stereo unspecified)	100.0	1.0	0.3	-0.9	-6.0	0.3	0.2	100.0	24.6
O=C(Cc1ccccc1Cl)N1CCN(c2ncccn2)CC1	101.0	-3.0	0.8	-1.3	-12.5	24.9	-15.2	99.0	-1.1
CCCCCc1c(C)nc(Nc2nc(C)c3cc(OC)ccc3n2)[nH]c1=O	98.0	0.0	-1.8	-23.0	-2.6	-6.6	-11.3	98.0	11.6
Nc1ccccc1NC1CCCCC1	66.0	-13.0	nt	-5.8	3.6	28.3	-0.1	83.0	8.2
NNC(=O)c1ccc(CSc2nc3ccccc3s2)cc1	101.0	-5.0	1.9	6.0	-18.3	34.2	-11.8	99.0	7.0
O=C(CCCN1C(=O)/C(=C/c2ccccc2Cl)SC1=S)NNC(=O)c1ccncc1	97.0	4.0	-0.7	-0.8	-3.1	-46.7	-10.9	102.0	-5.4
CC1=NN(C(=O)COc2ccccc2)C(O)(c2ccccc2)C1 (stereo unspecified)	100.0	0.0	-1.8	11.9	-10.8	-9.4	-3.1	122.0	12.5
CC(=O)Nc1ccccc1-c1nc2ccc(C(=O)N3CCN(c4cccc(C)c4)C(C)C3)cc2[nH]c1=O (stereo unspecified)	120.0	16.0	1.2	11.8	-55.0	-2.0	-1.3	120.0	-0.3
CCn1c(C(O)c2cc(OC)c(OC)c(OC)c2)nc2ccccc21 (stereo unspecified)	100.0	-5.0	-0.4	0.8	-23.1	nt	5.6	95.0	-34.2
COc1ccc(CCn2c(-c3ccc(C(C)(C)C)cc3)n[nH]c2=S)cc1OC	88.0	-14.0	-2.1	-9.9	-34.3	-46.3	-4.9	93.0	-1.1
CC(=O)CC(c1ccccc1)S(=O)(=O)c1ccc([N+](=O)[O-])cc1 (stereo unspecified)	108.0	1.0	0.9	-7.1	-3.5	27.3	11.2	105.0	20.3
COc1ccc(-c2cc(C(=O)NCC3CCCO3)c3ccccc3n2)c(OC)c1 (stereo unspecified)	96.0	3.0	-1.0	-0.6	-29.8	40.0	9.0	98.0	-4.4
Clc1cccc(CNCCCSc2ncccn2)c1Cl	116.0	6.0	0.8	0.9	9.4	nt	9.5	98.0	6.8
O=C(NCC1CCCO1)c1cccc(NC(=O)c2ccco2)c1 (stereo unspecified)	100.0	2.0	3.3	0.7	-1.5	-3.4	-10.2	102.0	8.8
C/C(=N\NC(=O)Cc1ccccc1[N+](=O)[O-])c1cccnc1	112.0	13.0	0.1	2.2	-21.2	40.3	-3.7	106.0	8.7
CC(C)(C)SCCNC(=O)/C=C/c1ccc(F)cc1	97.0	-4.0	-1.9	-8.3	-12.5	3.9	17.3	93.0	43.4
Cc1cccc(C)c1NC(=O)CSc1nc2ccccc2c(=O)[nH]1	95.0	-5.0	1.3	-1.2	-8.1	-15.3	-4.0	100.0	52.9
CCC(C)N(C)Cc1cccc(C2(O)CCN(S(=O)(=O)c3ccc(F)cc3)CC2)c1 (stereo unspecified)	105.0	7.0	-1.6	4.3	15.5	15.9	-0.2	99.0	13.3
COc1ccc(C(=O)N/C(=C\c2cc(OC)c(OC)cc2[N+](=O)[O-])C(=O)NCCO)cc1	101.0	-2.0	1.5	2.5	-4.7	-4.9	-5.6	102.0	-10.0
Cc1ccc(C(NC(=O)c2ccccc2)C(Cl)(Cl)Cl)cc1 (stereo unspecified)	104.0	3.0	-1.4	3.0	-9.1	-2.0	-12.1	110.0	6.4
CN(CC1COc2ccccc2O1)C(=S)NC1CCCCC1 (stereo unspecified)	87.0	-24.0	0.1	-4.0	-20.0	3.2	-0.5	90.0	-101.4
CCOc1ccccc1NC(=O)C(OC(=O)c1ccc(N(C)C)cc1)c1ccccc1 (stereo unspecified)	83.0	1.0	-1.8	2.6	-0.3	8.3	-8.4	104.0	21.6
COc1ccc(N/C(C)=C/C(=O)c2ccccc2)cc1	101.0	1.0	-1.4	6.8	-5.0	-4.0	-8.7	98.0	36.9
COc1cccc(C(c2c(O)nc(SC)n(C)c2=O)c2c(O)nc(SC)n(C)c2=O)c1	98.0	1.0	-0.2	0.9	0.8	10.5	-14.2	99.0	2.6
O=C(c1cc2cc(Br)ccc2o1)N1CCCCC1	101.0	2.0	-1.1	-0.5	-18.1	37.0	-5.7	86.0	-0.7
Fc1cccc(Cl)c1Cn1nnc2c(-n3ccnc3)ncnc21	94.0	-6.0	0.1	1.7	-4.7	10.1	-3.0	91.0	7.3
COC(=O)c1cc(C(=O)OCC(=O)Nc2ccccc2OC(F)F)cc([N+](=O)[O-])c1	105.0	2.0	-2.4	0.9	2.0	-11.7	-10.2	114.0	22.8
O=C(O)c1ncc(-c2ccccc2)cn1	101.0	6.0	1.0	10.7	2.7	14.8	-14.2	102.0	-0.9
O=C(CS(=O)(=O)Cc1ccccc1)Nc1nnc(C2CCCCC2)s1	104.0	-1.0	1.9	0.2	-24.8	29.6	-1.9	105.0	23.3
Cc1ccc(C(=O)N(Cc2cccs2)C2CCS(=O)(=O)C2)cc1 (stereo unspecified)	105.0	3.0	-0.1	-5.4	-9.3	26.1	-3.9	101.0	11.0
CC(C(=O)Nc1ccccc1Cl)c1ccc([N+](=O)[O-])cc1 (stereo unspecified)	100.0	-2.0	2.0	-8.2	3.4	51.8	-3.1	103.0	21.0
Cc1cccc(C2=NNC(=O)C(c3ccc(Cl)cc3)C2)c1 (stereo unspecified)	85.0	-4.0	-2.5	4.9	-17.3	-0.9	-7.6	77.0	4.3
Cc1ccc(S(=O)(=O)Nc2cccc3cccnc23)c([N+](=O)[O-])c1	102.0	6.0	-0.7	2.0	-10.5	27.6	11.2	101.0	-7.1
CCCCCC(=O)Nc1cccc(C2=NOC3(C2)C[C@H](C(N)=O)N(C(=O)c2ccccc2C(=O)c2ccccc2)C3)c1 (stereo partly specified)	99.0	0.0	-0.5	nt	nt	22.1	nt	84.0	-5.4
COc1ccccc1N(C)S(=O)(=O)c1ccc(Cl)c(C(=O)NCCCN2CCOCC2)c1	103.0	1.0	1.3	-8.2	6.5	43.1	-6.7	99.0	22.5
Cn1nc(C(F)(F)F)c2cc(C(=O)O)sc21	82.0	-10.0	0.0	-10.4	2.4	40.1	1.6	85.0	15.0
Cc1nn(Cc2ccc(C(=O)NN)o2)c(C)c1Cl	104.0	0.0	-1.0	-6.5	-14.6	17.5	8.1	100.0	21.7
CCc1cccc(CC)c1NC(=O)C1CN(S(=O)(=O)c2ccccc2)CCN1S(=O)(=O)c1ccccc1 (stereo unspecified)	117.0	13.0	-1.4	-1.0	-14.8	6.0	-3.2	103.0	25.6
O=C(NNC(=S)Nc1ccc(Cl)cc1)c1ccccc1OC(F)F	99.0	0.0	12.2	6.9	-4.0	-7.4	-4.8	99.0	25.9
COc1cccc(/C=N/NC(=O)CN2CC(c3ccccc3)CC2=O)c1OC (stereo unspecified)	101.0	-1.0	-0.2	-4.3	-31.2	3.0	3.8	101.0	7.5
C/C(=C(\C#N)C(=O)NC1CCCCC1)N(C)C	107.0	8.0	-0.1	-6.8	0.2	31.4	-1.7	105.0	-6.2
CCOC(=O)N1CCC(=C2c3ccc(Cl)cc3CCc3cccnc32)CC1	101.0&97.0	7.0&-3.0	-1.2	3.0&-0.2	-43.6&-27.9	74.5*!	-7.8&0.8	112.0&102.0	nt
COc1cccc(OCc2nnc(-c3cccs3)o2)c1	104.0	-1.0	-0.6	4.2	-14.0	-11.2	1.8	109.0	-37.4
COc1cc2c(cc1NC(=O)COCC(=O)O)oc1ccccc12	103.0	-1.0	nt	-1.9	-27.7	26.5	-11.1	100.0	-12.8
CCN(CC)CCCN(Cc1cc2cc3c(cc2[nH]c1=O)OCCO3)C(=O)Nc1ccc(F)cc1	110.0	10.0	-0.3	6.5	11.6	1.8	-6.2	102.0	28.8
COc1ccc(C(=O)NCc2nnc(SCC(=O)Nc3cc(OC)ccc3OC)o2)cc1	98.0	4.0	0.0	-0.9	-22.2	44.5	-4.5	100.0	-2.7
Cc1c(NC(=O)C(C)OC(=O)c2cc(-c3cccc4ccccc34)nc3ccccc23)c(=O)n(-c2ccccc2)n1C (stereo unspecified)	93.0	-1.0	-0.5	-5.1	-3.1	-9.7	-7.5	104.0	21.5
CCOC(=O)C1CCN(c2c(NCc3ccc(C(=O)NCCC(C)C)cc3)c(=O)c2=O)CC1	90.0	-23.0	0.4	2.4	-34.7	45.0	-6.3	91.0	11.3
COc1cccc(C2C3=C(CCCC3=O)Nc3[nH]n(-c4ccccc4)c(=O)c32)c1 (stereo unspecified)	101.0	3.0	0.1	3.9	-3.6	34.2	-3.6	109.0	-8.4
Cc1cccc(OCCNC(=O)c2cc(-n3cnnc3)ccc2Cl)c1	93.0	-3.0	0.5	7.3	-7.2	35.4	-0.1	92.0	26.7
CCCNC(=O)c1onc(CSc2ccc(F)cc2)c1C(=O)NCCC	94.0	5.0	-2.3	nt	nt	26.5	nt	109.0	-18.2
Cc1noc(C)c1COC(=O)[C@@H](NC(=O)c1ccccc1)C(C)C	105.0	-2.0	-0.4	-6.2	-0.4	5.6	-10.3	110.0	23.7*
